HT1080NT lethal: kills 2HG-producing HT-1080-NT fibrosarcoma cells | HT-1080-NT fibrosarcoma viability, CellTiter-Glo ATP luminescence, 48 h | Potency, µM (series often up to 46.1 µM), for the others: at the highest dose activity, negative = less viability, hits mostly cytotoxic | actives 1.6% (n = 360,000) | AID 686970;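 note: NT is the 2HG producing partner of a matched IDH1 knockdown line; 0% = DMSO-treated cells and -100% = media-only wells without cells; nearly all actives have a fitted effect of over 55% in size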
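HT-1080-NT fibrosarcoma cells (2HG-overproducing), 750 cells/well in RPMI with 5% FBS, dosed after 2 h and incubated 48 h at 37C. CellTiter-Glo luminescence normalized to DMSO and no-cell wells; concentration-response curves fitted and classed.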
TDP43 rescue: rescues yeast growth from TDP-43 toxicity; Potency, µM (highest dose often 46.1 µM), inactives show at the highest dose growth rescue (activation), most hits filed as activators; actives 1.8% (n = 410,000); TDP-43 expressing yeast growth rescue, BacTiter-Glo, 24 h; note: % of control where 0% means no effect; nearly all actives have a fitted effect of over 50% in size
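In this qHTS, compounds that restore growth of yeast expressing TDP-43 appear as activators. Cells (OD600=0.02, galactose medium, raffinose-pregrown) are incubated with compound 24 hr at 30 deg C and growth is quantified by BacTiter-Glo.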
SW480 rerep: induces DNA re-replication in SW480 colon adenocarcinoma cells; SW480 DNA re-replication, Hoechst DNA content imaging, 48 h; Potency, µM (series often up to 46.1 µM), for inactives: at the highest dose re-replication activation, hits mostly activators; actives 1.8% (n = 340,000); note: % of control where 0% means no effect; nearly all actives have a fitted effect of over 55% in size
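Image-based DNA-content assay: after two days of treatment, nuclei were labelled with the DNA dye Hoechst and imaged, and hits were compounds raising the count of nuclei showing high fluorescence intensity.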
HT1080 IDH1KD tx: toxicity to HT-1080 IDH1 knockdown cells (counter line) | Potency, µM (top dose mostly 46.1 µM), without a hit: at the top dose activity, negative = toxicity, actives largely listed as cytotoxic | HT-1080 IDH1 knockdown viability, ATP luminescence, 48 h | actives 2% (n = 360,000) | AID 686971;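 note: 0% = DMSO wells and -100% = cell-free medium wells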
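Viability of IDH1-knockdown HT-1080 fibrosarcoma cells was assessed by CellTiter-Glo after 48 h at 37 °C with titrated compound; concentration-effect curves were classified by fit quality and response size.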
KB-V1 cytotox: KB-V1 MDR subline cytotoxicity; KB-V1 MDR cells viability, CellTiter-Glo, 72 h; Potency, µM (titrated, usually from 46.1 µM), for the others: top-dose activity change, negative = cytotoxicity, usual class: cytotoxic; actives 3.4% (n = 400,000); note: % is set by controls: 0 for no effect and ±100 for the full control effect; nearly all actives have a fitted effect of over 60% in size
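KB-V1 cells (P-gp-expressing MDR subline of KB-3-1) in phenol-red-free DMEM with 10% FBS were exposed to library compounds over a concentration series for 72 h at 37 degrees C. Viability read by CellTiter-Glo luminescence; concentration-effect curves fitted after normalization.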
GLP1R ag: activates the human GLP-1 receptor. actives 0.007% (n = 380,000). Potency, µM (series often up to 45.6 µM), for inactives: at the top dose activation, actives largely listed as activators. HEK293 GLP-1R CRE-luciferase, luminescence, 4-6 h; cells express a hypersensitive GLP-1R form; note: % of control where 0% means no effect
Target sequence (P43220 whole entry, looked up): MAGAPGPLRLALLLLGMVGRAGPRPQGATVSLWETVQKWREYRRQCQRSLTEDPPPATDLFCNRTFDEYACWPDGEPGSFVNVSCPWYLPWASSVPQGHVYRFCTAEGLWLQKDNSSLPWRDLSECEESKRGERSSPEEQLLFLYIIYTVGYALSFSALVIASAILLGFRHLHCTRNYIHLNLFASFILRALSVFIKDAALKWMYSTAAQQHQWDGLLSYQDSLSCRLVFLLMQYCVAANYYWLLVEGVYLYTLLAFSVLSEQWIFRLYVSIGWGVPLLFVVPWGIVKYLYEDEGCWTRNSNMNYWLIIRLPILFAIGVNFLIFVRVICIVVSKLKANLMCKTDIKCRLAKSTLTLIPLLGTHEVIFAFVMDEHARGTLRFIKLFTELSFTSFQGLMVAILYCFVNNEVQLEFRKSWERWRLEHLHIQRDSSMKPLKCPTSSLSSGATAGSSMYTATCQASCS
GLP1R inv ag: acts as inverse agonist at human GLP-1 receptor; Potency, µM (top dose mostly 38.3 µM), inactives show top-dose activity change, negative = inhibition, usual class: inhibitors; P43220; actives 1.6% (n = 410,000); HEK293 GLP-1R CRE-luciferase, luminescence, 24 h; GLP-1R form is constitutively active; note: % is set by controls: 0 for no effect and ±100 for the full control effect; nearly all actives have a fitted effect of over 55% in size
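Readout was luciferase luminescence, measured 12 min after detection reagent at room temperature. Beforehand, GLP-1R reporter HEK293 cells had sat 12 h, then received compounds for 24 hr at 37 deg C.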
GLP1R cytotox: cytotoxicity in counter-screen for GLP-1R inverse agonists; HEK293 cAMP-luciferase reporter cells, luminescence, 24 h; Potency, µM (top dose mostly 38.3 µM), for the others: at the highest dose activity change, negative = inhibition, hits mostly inhibitors; actives 0.13% (n = 410,000);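 note: loss of luciferase light is scored as toxicity; % is set by controls: 0 for no effect and ±100 for the full control effect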
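Here, cytotoxicity is scored as loss of luminescence. The MLSMR collection was tested on cells seeded in medium containing 10% Nu serum, with a 24 hr compound exposure preceded by 12 hours of culture.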
KB-3-1 tox: KB-3-1 parental cell cytotoxicity | KB-3-1 viability, CellTiter-Glo ATP luminescence, 72 h | Potency, µM (titrated, usually from 46.1 µM), inactives show at the highest dose activity change, negative = cytotoxic, most hits filed as cytotoxic | actives 1.4% (n = 400,000) | AID 1347075; note: % is set by controls: 0 for no effect and ±100 for the full control effect; nearly all actives have a fitted effect of over 60% in size
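Using CellTiter-Glo luminescence, growth of non-resistant KB-3-1 adenocarcinoma cells is assessed 72 h after pin-tool compound addition at 37 °C. Normalized responses across the concentration series yield fitted curves.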
An asterisk follows results filed as active; ? = inconclusive; . = no result given; [ ] = another dose, or the depositor's remark. Calls come from the whole dose curve; as a rule, active = well fitted curve in the direction sought with a large enough effect; inconclusive = small, poorly fitted or top-dose-only effect, or another doubt; inactive = no such curve, though single readings can be large; an effect the other way counts as inactive or inconclusive. Potency is the fitted concentration of half-maximal effect.

SMILES	HT1080NT lethal	TDP43 rescue	SW480 rerep	HT1080 IDH1KD tx	KB-V1 cytotox	GLP1R ag	GLP1R inv ag	GLP1R cytotox	KB-3-1 tox
CN1CCN(c2nc(Nc3cccc(C(F)(F)F)c3)nc(N3CCOCC3)n2)CC1	?	3%	?	?	?	11%	-20%	?	?
CCN(C(=O)c1ccc(S(=O)(=O)N2CCC(C)CC2)cc1)C1CCS(=O)(=O)C1 (stereo not given)	-11%	-22%	?	-5%	-15%	8%	10%	17%	-1%
CN(C)c1ccc(-c2ccnc3c2CC(C)(C(=O)NCc2ccncc2)O3)cc1 (stereo not given)	-5%	13%	.	0%	-5%	0%	18%	2%	0%
O=C(CCc1ccc(S(=O)(=O)NCc2ccccc2)cc1)N1CCN(Cc2ccc3c(c2)OCO3)CC1	-3%	-23%	4%	-6%	-8%	5%	0%	3%	-10%
CCCCCOc1c(Cl)cc(C(=O)N(Cc2ccc(C)o2)C2CCS(=O)(=O)C2)cc1Cl (stereo not given)	.	5%	.	.	?	.	?	?	?
Cc1noc(-c2ccc(-c3noc(-c4cccc(Cl)c4)n3)cc2)n1	.	10%	.	.	18%	.	7%	3%	-3%
CCc1ccc(NC(=O)C(C)OC(=O)CC(NC(C)=O)c2ccccc2)cc1 (stereo not given)	2%	-12%	-24%	9%	0%	7%	-19%	-1%	1%
COC(=O)c1ccc(NC(=O)C(C)N2C(=O)c3ccccc3C2=O)cc1 (stereo not given)	0%	26%	-18%	13%	23%	-1%	0%	-14%	0%
Cc1ccc(NC(=O)c2ccc(OCc3c(C)noc3C)cc2)c(C)c1	-4%	?	0%	-2%	0%	-6%	?	-12%	?
CC(=O)c1ccc(-n2c(-c3cc(-c4ccco4)[nH]n3)n[nH]c2=S)cc1	0%	-8%	-3%	-3%	0%	9%	8%	2%	15%
CCN1CCc2c(sc(NC(=O)c3ccc(S(=O)(=O)N4CCOCC4)cc3)c2C(N)=O)C1	-7%	22%	-25%	6%	-1%	-3%	10%	-29%	10%
O=C(O)c1cc(S(=O)(=O)N2CCOCC2)ccc1N1CCCCC1	15%	-9%	?	17%	-3%	0%	-3%	6%	-1%
O=C(NNC(=O)c1cccs1)c1ccc2ccccc2c1	12%	-2%	13%	3%	-20%	7%	26%	-1%	3%
CN(C)S(=O)(=O)n1cc(/C=C(\NC(=O)c2ccccc2)C(=O)N2CCOCC2)c2ccccc21	0%	3%	-5%	6%	-5%	4%	16%	-14%	14%
CCOC(=O)c1ccc(OS(=O)(=O)c2ccccc2)c(OC)c1	-3%	?	8%	-16%	0%	19%	-21%	7%	-2%
O=C(CNC(=O)Cn1cnc2sc3c(c2c1=O)CCCC3)NCc1ccccn1	5%	-8%	1%	6%	-6%	0%	-13%	-11%	-7%
COCCNC(=O)C1(C)CCCN(C(=O)c2ccc(C(=O)OC)cc2)C1 (stereo not given)	0%	22%	.	18%	1%	2%	18%	1%	0%
Cc1ccc2nc(-c3ccc(NC(=O)COc4c(C)ccc(C)c4C)cc3)sc2c1	.	25%	.	.	9%	.	5%	14%	9%
O=C(CN1C(=O)C2CCCCC2C1=O)OCC(=O)c1ccc(Cl)s1 (stereo not given)	8%	-3%	-2%	7%	28%	-2%	4%	1%	5%
COc1ccc(Cn2c(C(=O)O)c(CNCCc3cc(OC)ccc3OC)c3ccc(C)cc32)cc1	.	4%	.	.	?	.	?	?	?
COc1cccc2cc(C(C)N(CCCN3CCOCC3)C(=S)Nc3cccc(C)c3)oc12 (stereo not given)	0%	0%	-1%	0%	-1%	14%	?	-19%	-2%
CCSc1ccc(C(=O)Nc2ccc(-c3nc4ccc(C)cc4s3)cc2)cc1	.	-21%	.	.	6%	-7%	-11%	-9%	3%
COCCNC(=O)/C(C#N)=C/c1c(N2CCCCCC2)nc2c(C)cccn2c1=O	9%	5%	?	-8%	1%	10%	33%[activator]	10%	10%
CC1CCN(CC(O)COc2ccc(F)cc2)CC1 (stereo not given)	20%	15%	-1%	0%	28%	-13%	-1%	4%	12%
COc1ccc(C(=O)c2no[n+]([O-])c2C(=O)c2ccc(OC)cc2)cc1	?	-92%[inhibitor]	?	8.2µM*	?	-2%	0%	?	?
SMILES	HT1080NT lethal	TDP43 rescue	SW480 rerep	HT1080 IDH1KD tx	KB-V1 cytotox	GLP1R ag	GLP1R inv ag	GLP1R cytotox	KB-3-1 tox
Cc1cc(/C=C2\SC(=S)N(C)C2=O)c(C)n1-c1ccccc1O	?	-7%	12µM*	?	?	-4%	?	-20%	?
Cc1ccc(Cn2c(C(=O)O)cc3sccc32)cc1	-8%	0%	-1%	1%	0%	-3%	-9%	-19%	8%
COc1ccc(OC)c(-c2csc(N(C)C(=O)Cc3ccccc3)n2)c1	0%	-10%	0%	1%	?	17%	-8%	-1%	-3%
CCNc1nc(SCC(=O)OC)nc(N(C)C)n1	20%	-4%	1%	16%	4%	9%	11%	-3%	1%
CN(C(=O)C1CCOC1)c1nnc(-c2cccnc2)s1 (stereo not given)	-5%	-16%	-3%	-17%	6%	7%	27%	11%	-6%
Cc1ccc(S(=O)(=O)N(CC(O)Cn2c3ccccc3c3ccccc32)c2cccc(C(=O)NCCO)c2)cc1 (stereo not given)	.	13%	.	.	-4%	-1%	13µM*	-22%	?
CC(=O)NC(C(=O)c1ccccc1)C(=O)c1ccccc1	8%	-1%	0.52µM*	11%	-2%	-15%	16%	-2%	-2%
Cc1cc(Br)ccc1NC(=O)c1coc(=O)c2ccccc12	.	13%	.	.	12%	.	5%	9%	-10%
O=C(COc1ccc(Br)cc1)NCCN1CCCC1	-13%	8%	?	-3%	-1%	-1%	-30%	6%	4%
Cc1n[nH]c(C)c1NC(=O)CN1CCN(S(=O)(=O)c2ccc(C(F)(F)F)cc2)CC1	0%	-4%	?	-6%	?	-5%	5%	6%	4%
COc1ccc(NC(=O)CSc2cc(C)nc3c(-c4ccccc4)cnn23)cc1	4%	-3%	?	5%	-1%	11%	14%	-20%	3%
COc1ccc(-c2cc(C(F)(F)F)nc(SCC(=O)NCCc3ccccc3)n2)cc1	.	-13%	.	.	-13%	2%	17%	5%	0%
CCN(CC)S(=O)(=O)c1cccc(C(=O)Nc2nncs2)c1	7%	-15%	-16%	10%	16%	0%	0%	1%	-19%
COC(=O)c1ccc(-c2ccco2)n1Cc1ccccc1Cl	22%	13%	6%	12%	?	-1%	-23%	-2%	1%
CCN(CC)c1nc(-c2ccccc2Cl)c2cc(Br)ccc2n1	.	28%	.	.	-2%	.	-1%	11%	-1%
C/C(=N\Nc1cccc(Cl)c1)c1ccc(-n2ccnc2)cc1	-13%	-2%	-3%	-26%	-8%	0%	?	-24%	-6%
COc1ccc(-c2nc(C#N)c(NCc3ccco3)o2)cc1	0%	?	1%	4%	-6%	27%	18%	0%	-11%
CCOc1ccc(-c2nc(C)c(C(C)=O)n2O)cc1	-6%	-17%	-4%	-25%	-11%	-12%	-4%	-2%	1%
COC(=O)c1ccc(NC(=S)N2CCN(CCO)CC2)cc1	-15%	-2%	-7%	-10%	6%	-2%	-15%	5%	-2%
O=C(CSc1ccc2c(c1)OCCO2)NCC1CCCO1 (stereo not given)	-4%	-5%	9%	1%	5%	4%	13%	30%[activator]	-3%
Cc1cc(NC(=O)CCC(=O)N(CC2CCCO2)C(C(=O)NC2CCCC2)c2ccccc2C)no1 (stereo not given)	-4%	8%	2%	-2%	11%	-5%	-11%	-8%	15%
COc1ccc(-c2cc(-c3ccccc3)nc3c2COc2ccc(F)cc2-3)cc1	.	5%	.	.	8%	-1%	-14%	3%	-10%
CCCCC(=O)Nc1ccc(NC(=O)c2ccccc2[N+](=O)[O-])cc1OC	21%	18%	-2%	18%	-35%	-13%	5%	-18%	?
Cc1c(OCC(=O)NCCCN2CCOCC2)ccc2c3c(c(=O)oc12)CCCC3	-2%	-6%	0%	9%	-5%	7%	65%[activator]	9%	16%
O=C(CSc1nnc(N2CCCC2)n1-c1ccccc1Cl)N1CCN(c2ccccn2)CC1	7%[9.24 µM]	4%	-11%	1%	-14%	10%	?	2%	0%

An excerpt from above in order of molecular weight, lowest first:
SMILES	HT1080NT lethal	TDP43 rescue	SW480 rerep	HT1080 IDH1KD tx	KB-V1 cytotox	GLP1R ag	GLP1R inv ag	GLP1R cytotox	KB-3-1 tox
CCOc1ccc(-c2nc(C)c(C(C)=O)n2O)cc1	-6%	-17%	-4%	-25%	-11%	-12%	-4%	-2%	1%
CC1CCN(CC(O)COc2ccc(F)cc2)CC1 (stereo not given)	20%	15%	-1%	0%	28%	-13%	-1%	4%	12%
O=C(NNC(=O)c1cccs1)c1ccc2ccccc2c1	12%	-2%	13%	3%	-20%	7%	26%	-1%	3%
COc1ccc(C(=O)c2no[n+]([O-])c2C(=O)c2ccc(OC)cc2)cc1	?	-92%[inhibitor]	?	8.2µM*	?	-2%	0%	?	?
CCCCCOc1c(Cl)cc(C(=O)N(Cc2ccc(C)o2)C2CCS(=O)(=O)C2)cc1Cl (stereo not given)	.	5%	.	.	?	.	?	?	?

Additional compounds follow.
SMILES	HT1080NT lethal	TDP43 rescue	SW480 rerep	HT1080 IDH1KD tx	KB-V1 cytotox	GLP1R ag	GLP1R inv ag	GLP1R cytotox	KB-3-1 tox
C/C(CC(=O)Nc1ccccc1Cl)=N\NC(=O)C(=O)NCCO	0%	15%	-441%[1.84 µM]	-1%	-10%	-1%	15%	?	0%
CCCCN(C)CCC(=O)Nc1ccc(C)cc1	8%	-16%	-3%	8%	18%	8%	12%	-25%	4%
Cc1cc(Cl)c2oc(C(=O)NCCN3CCCCC3CO)c(C)c2c1 (stereo not given)	0%	2%	2%	8%	0%	0%	?	3%	0%
COc1ccc(/C=C/C(=O)NCc2cccnc2)cc1	21%	11%	-3%	7%	26%	-8%	8%	-3%	4%
O=C(CCN1C(=O)C2C3CC(C(Br)C3Br)C2C1=O)OCC(=O)c1cccc([N+](=O)[O-])c1 (stereo not given)	-5%	-7%	-54%[inhibitor]	-20%	-9%	2%	5%	8%	-7%
COc1cc2[nH]c(=S)nc(NCCCOC(C)C)c2cc1OC	9%	-13%	-10%	2%	-14%	-5%	-8%	-2%	11%
